Assay outcomes deposited in PubChem by Southern Research Specialized Biocontainment Screening Center.
inhibitors of VEEV – inhibitors of VEEV TC-83 cytopathic effect, confirmation, Vero cells (AID 588727); Vero cells, VEEV TC-83 cytopathic effect inhibition; higher % means a stronger effect; inhibition, % at 20 µM; hits with a dose series show IC50 in µM; actives 0.13% (n = 350,000); in the data active = a potency from the dose series; inconclusive = inhibition mostly from about 14% at the one dose, without a potency; inactive = the rest, 99 in 100 with inhibition below about 12%; note: strong numbers were not always called active
M. tuberculosis HTS – M. tuberculosis growth inhibition, HTS (AID 449762); M. tuberculosis H37Rv growth inhibition, 7H9 media; higher % means a stronger effect; actives 0.59% (n = 330,000); inhibition, % at 25 µM, or IC50 in µM where a hit was titrated; in the data active = a potency from the dose series; inconclusive = inhibition above about 70% without an active follow-up result;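 note: bacterial growth assessed after seven days of incubation; strong numbers were not always called active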
influenza NS1A – H1N1 influenza NS1A inhibitors, functional cell based assay (AID 504329); NS1A functional cell-based assay, percent inhibition; higher % means a stronger effect; inhibition, % at 12.5 µM; hits with a dose series show IC50 in µM; actives 0.3% (n = 340,000); in the data active = a potency from the dose series; inconclusive = inhibition above about 27% without an active follow-up result; note: strong numbers were not always called active
M. tuberculosis – growth inhibition of non-replicating M. tuberculosis (AID 488890). actives 0.39% (n = 320,000). one-dose inhibition, % at 25 µM; IC50 in µM for titrated hits. Mycobacterium tuberculosis non-replicating, growth inhibition; higher % means a stronger effect; in the data active = a potency from the dose series; inconclusive = inhibition mostly from about 82% at the one dose, without a potency; inactive = the rest, 99 in 100 with inhibition below about 76%;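 note: plate controls were DMSO cells for no effect and high antibiotic wells for full effect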
PhoP GFP inhibition – Inhibition of PhoP regulon, Salmonella typhi GFP reporter cells, confirmation, 4 h (AID 1850) | Salmonella Typhi PhoP-promoter GFP reporter, fluorescence, 4 h; higher % means a stronger effect | one-dose inhibition, % at 50 µM; IC50 in µM for titrated hits | actives 0.33% (n = 310,000); in the data active = a potency from the dose series; inconclusive = inhibition mostly from about 25% at the one dose, without a potency; inactive = the rest, 99 in 100 with inhibition below about 19%;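 note: 0% = induced wells with vehicle and 100% = uninduced wells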
Starred values were filed as active, the others as inactive; i = inactive; ? = inconclusive; · = no result given; & = joins results of further samples; ! = not confirmed by another sample.

1. O=C(NCc1ccco1)c1ccc(CNc2c(N3CCCCC3)c(=O)c2=O)cc1
2. O=C(CSc1nnc(-c2cccnc2)n1Cc1ccco1)N1c2ccccc2Sc2ccccc21
3. O=C(O)c1ccccc1-c1ccccc1C(=O)Nc1ccccc1-c1ccccc1
4. CCc1ccnc(NS(=O)(=O)c2ccc3c(c2)CCO3)c1
5. O=C(Nc1ccccc1F)c1ccccc1C(=O)Nc1ccccc1F
6. O=C(NC1=NCCS1)c1cc(-c2ccc(F)cc2)nc2ccccc12
7. COC(=O)CSc1nnc(COc2cccc3ccccc23)o1
8. COc1ccc2c(=O)c3c(=O)n(-c4ccccc4)c(-c4ccco4)nc3oc2c1
Assay by compound	1	2	3	4	5	6	7	8
inhibitors of VEEV	0.7%	i	0.6%	0.9%	2.1%	8.3%	3.7%	0.8%
M. tuberculosis HTS	3%	-7%	-2%	3%	-1%	10%	-9%	5%
influenza NS1A	-9%	2%	0%	·	·	-3%	16%	-12%
M. tuberculosis	·	35%	-6%	-14%	-17%	19%	?	3%
PhoP GFP inhibition	0%	13%	-6%	-16%	-18%	-3%	-6%	-11%

9. C[C@H](CO)N1C[C@H](C)[C@@H](CN(C)C(=O)Nc2ccc(C(F)(F)F)cc2)Oc2ccc(NC(=O)Cn3cnnn3)cc2C1=O
10. CC1C(C)N1CC(O)Cn1ccnc1[N+](=O)[O-] (stereo not drawn)
11. CCOC(=O)C1CCN(/C=C2/C(=O)NC(=O)N(Cc3ccco3)C2=O)CC1
12. c1ccc(-c2ccncc2)nc1
13. COc1ccc(Nc2cc(Nc3ccccc3)ncn2)cc1
14. O=C(/C=C/c1ccccc1)NCCC1=CCCCC1
15. COc1ccc2c(c1OC)C(=O)N(C(C)C(=O)O)C2=O (stereo not drawn)
16. Cc1ncc2c(c1OC(=O)c1ccccc1)COC(C)(C)OC2
Assay by compound	9	10	11	12	13	14	15	16
inhibitors of VEEV	1.2%	0.3%	1.7%	1.0%	i	1.9%	0.6%	i
M. tuberculosis HTS	1%	3%	1%	-11%	4%	-6%	-7%	7%
influenza NS1A	5%	3%	-4%	0%	-13%	-4%	-3%	-4%
M. tuberculosis	-11%	-3%	-2%	·	1%	55%	5%	-13%
PhoP GFP inhibition	·	5%	2%	·	-2%	-6%	-5%	-4%

17. CCCC(C)C(=O)NCc1ccc2c(c1)OCO2 (stereo not drawn)
18. CC(NCC1(N2CCOCC2)CCCCC1)C(=O)Nc1ccc(Cl)cc1Cl (stereo not drawn)
19. O=C(O)c1ccccc1-n1c(-c2ccccc2)cc2c1CCCC2=O
20. Cc1ccc(S(=O)(=O)CCC(=O)OCC(=O)NNC(=O)c2ccc([N+](=O)[O-])cc2)cc1
21. Cn1c(=O)c(C(=O)NCc2ccccc2)c(O)c2ccccc21
22. CCOCc1nnc(NC(=O)C2CCN(C(=O)c3ccco3)CC2)s1
23. CCC1C(=O)Nc2nc(-c3ccccc3)c(-c3ccccc3)n2N=C1C (stereo not drawn)
24. CC1Cc2ccccc2N1CC(=O)NCc1ccc2c(c1)OCO2 (stereo not drawn)
Assay by compound	17	18	19	20	21	22	23	24
inhibitors of VEEV	0.5%	0.1%	0.9%	0.3%	2.7%	i	5.9%	8.5%
M. tuberculosis HTS	4%	0%	6%	19%	2%	-7%	4%	2%
influenza NS1A	-10%	9%	-4%	-4%	-6%	4%	5%	0%
M. tuberculosis	-8%	14%	56%	18%	16%	-9%	16%	22%
PhoP GFP inhibition	-8%	-8%	-2%	·	-7%	0%	8%	-5%

25. O=C(O)c1ccccc1NC(c1ccccc1)c1ccc2cccnc2c1O (stereo not drawn)
26. CSCCC(NC(=O)C1CCCC1)c1nnc2ccccn12 (stereo not drawn)
27. O=C1NCC(COc2ccc(Cl)cc2)O1 (stereo not drawn)
28. CCOC(=O)N1CCN(Cc2nc(-c3ccc(C)cc3)no2)CC1
29. COc1ccc(CCNC(=O)CCN2C(=O)c3ccccc3C2=O)cc1OC
30. CCOc1ccc2nc(SCC(=O)N3c4ccccc4Sc4ccccc43)sc2c1
31. O=C(CCc1nnc2ccc(N3CCCCC3)nn12)NCC1CCN(Cc2ccc(F)cc2)CC1
32. N#Cc1ccccc1NC(=O)COC(=O)c1ccc(S(=O)(=O)N2CCCC2)cc1
Assay by compound	25	26	27	28	29	30	31	32
inhibitors of VEEV	?	0.4%	2.1%	1.5%	·	2.5%	0.5%	1.4%
M. tuberculosis HTS	·	-2%	-4%	2%	1%	5%	0%	-6%
influenza NS1A	6%	-3%	1%	-3%	·	-4%	1%	2%
M. tuberculosis	·	-13%	-10%	34%	0%	32%	21%	-1%
PhoP GFP inhibition	·	-2%	10%	-5%	-11%	14%	4%	11%

33. Cc1cccc(N=NC(=S)NNc2cccc(C)c2)c1
34. CCN(CC)CCNC1=CC(=O)OC12CCCCC2
35. COc1cc(/C=N/Nc2cccc(C)c2)cc(Br)c1O
36. CSCCC(NS(=O)(=O)c1ccccc1F)C(=O)OCc1ccccc1Cl (stereo not drawn)
37. Cc1ccc(NC(=O)CN(C)C(=O)CCC(=O)N2CCOCC2)cc1
38. O=C(CN1C(=O)NC2(CCCCCC2)C1=O)NC1CCCCCCC1
39. COc1cccc(CNC(=O)C2CCC(CNS(=O)(=O)c3cccc4cccnc34)CC2)c1 (stereo not drawn)
40. Cc1cc(C)cc(C(=O)Nc2cccc(NC(=O)c3ccco3)c2)c1
Assay by compound	33	34	35	36	37	38	39	40
inhibitors of VEEV	2.8%	0.1%	3.3%	0.3%	2.2%	1.0%	0.1%	7.4%
M. tuberculosis HTS	·	-7%	·	6%	2%	9%	-3%	8%
influenza NS1A	26%	2%	-7%	-3%	-10%	-5%	-6%	-12%
M. tuberculosis	·	-1%	·	-6%	-6%	41%	5%	31%
PhoP GFP inhibition	·	-2%	·	-13%	5%	-2%	0%	-1%

41. Cc1nn(-c2ccccc2)c(C)c1/C=N/NC(=O)CSc1nc2ccccc2c(=O)n1-c1ccc(Br)cc1
42. CSc1ccc2c(c1)C(N1CCN(C)CC1)Cc1ccccc1S2 (stereo not drawn)
43. O=C(CO/N=C/c1ccc(OC(F)F)cc1)N1CCc2ccccc21
44. CC(=O)N1CCc2ccc(NC(=O)c3c(-c4c(Cl)cccc4Cl)noc3C)cc21
45. O=C(CSc1nc(O)c(Cc2ccccc2)c(=O)[nH]1)Nc1nnc(SCc2ccccc2)s1
46. COc1cc(/C=C2\N=C(C)OC2=O)cc(OC)c1OC
47. CC(=O)c1ccc(NC(=O)CN2C(=O)CCC2=O)cc1
48. O=C(Nc1cccc(F)c1)c1cccnc1
Assay by compound	41	42	43	44	45	46	47	48
inhibitors of VEEV	3.1%	8.8%	1.1%	9.3%	0.8%	0.8%	0.6%	0.7%
M. tuberculosis HTS	?	?	-7%	-2%	-16%	6%	-4%	-6%
influenza NS1A	-8%	16%&9%	2%	4%	-6%	-6%	-8%	-21%
M. tuberculosis	0%	72%&79%	7%	-10%	5%	-3%	-2%	-13%
PhoP GFP inhibition	5%	40µM*!	-6%	3%	4%	-3%	-8%	-1%

Fetched one by one from the entries so far:
43. O=C(CO/N=C/c1ccc(OC(F)F)cc1)N1CCc2ccccc21
48. O=C(Nc1cccc(F)c1)c1cccnc1
24. CC1Cc2ccccc2N1CC(=O)NCc1ccc2c(c1)OCO2 (stereo not drawn)
Assay by compound	43	48	24
inhibitors of VEEV	1.1%	0.7%	8.5%
M. tuberculosis HTS	-7%	-6%	2%
influenza NS1A	2%	-21%	0%
M. tuberculosis	7%	-13%	22%
PhoP GFP inhibition	-6%	-1%	-5%

Following part:
49. COCC1CCN(C(=O)c2cc(COc3ccc4ncccc4c3)on2)CC1
50. Cc1nc(NC(=O)c2cc3c(s2)CCCCC3)sc1C(=O)N(C)C
51. CN1C(=C2C(=O)OC(C)(C)OC2=O)Sc2ccccc21
52. CC(C)(O)C#Cc1ccccc1C(=O)NC(CC(N)=O)C(=O)O (stereo not drawn)
53. O=C1NC(=O)C2(CCCCCCC2)N1
54. O=C(CSc1nnnn1-c1ccc(F)cc1)c1ccc(O)c(O)c1
55. Cc1csc(SCC(=O)Nc2c(C)n(C)n(-c3ccccc3)c2=O)n1
56. C=CCNc1oc(COc2ccc(C)cc2)nc1C#N
Assay by compound	49	50	51	52	53	54	55	56
inhibitors of VEEV	i	0.1%	1.4%	5.0%	1.6%	1.9%	0.5%	3.5%
M. tuberculosis HTS	-4%	-3%	5%	-1%	·	4%	2%	-3%
influenza NS1A	-5%	-3%	-7%	-4%	-4%	12%	1%	-3%
M. tuberculosis	23%	26%	2%	-9%	·	1%	-3%	38%
PhoP GFP inhibition	-2%	-1%	-17%	-5%	·	-2%	-1%	-6%

57. COc1cccc(C(=O)N2CCN(c3ccccn3)CC2)c1
58. Cc1cc(S(=O)(=O)NC(C)C)ccc1OCC(=O)N1CCN(Cc2ccc3c(c2)OCO3)CC1
59. O=C(Nc1cc([N+](=O)[O-])ccc1Cl)c1cccnc1
60. CSc1nc2cc(C)nn2c(-c2ccc(C(C)(C)C)cc2)c1C#N
61. O=C1N(c2ccc3c(c2)OCCO3)C(c2ccccc2)C1(F)F (stereo not drawn)
62. Cc1ccccc1NC(=O)CNC(=O)c1ccc(C(F)(F)F)cc1
63. CCN1/C(=C/c2ccc3cc(C)ccc3[n+]2CC)Sc2ccc3sccc3c21
64. CC1=C(C(=O)Nc2ccc(C)cc2C)C(c2cccs2)NC(=S)N1 (stereo not drawn)
Assay by compound	57	58	59	60	61	62	63	64
inhibitors of VEEV	0.0%	i	0.4%	1.2%	0.4%	1.1%	i	1.6%
M. tuberculosis HTS	2%	-1%	4%	-9%	?	2%	?	-19%
influenza NS1A	3%	6%	-1%	-3%	6%	3%	-14%	4%
M. tuberculosis	28%	16%	-2%	0%	2.3µM*	5%	?	37%
PhoP GFP inhibition	-2%	23%	0%	13%	11%	-3%	22%	3%

65. COC(C[C@@H]1O[C@@H]1C(=O)[C@@H](C)OCc1ccccc1)OC
66. Cc1cnc(C(=O)OCC(=O)C23CC4CC(CC(C4)C2)C3)cn1
67. CCn1nnc(NC(=O)C(C)(c2ccccc2)c2ccccc2)n1
68. CCCCCCCNc1nc(Cl)nc(NCCO)n1
69. CCc1sc(NC(=O)CCC(=O)O)nc1-c1cc2ccccc2oc1=O
70. COc1ccc(-c2nc(-c3ccc(NC(=O)c4ccc(Br)o4)cc3)no2)cc1OC
71. Cc1c(C(=O)O)sc2nc(-c3cccs3)cc(C(F)(F)F)c12
72. CCN(CC)S(=O)(=O)c1cccc(NC(=O)COC(=O)C2COc3ccccc3O2)c1 (stereo not drawn)
Assay by compound	65	66	67	68	69	70	71	72
inhibitors of VEEV	0.1%	2.0%	2.2%	i	1.6%	7.2%	2.1%	1.3%
M. tuberculosis HTS	11%	-9%	28%	7%	3%	-2%	-3%	7%
influenza NS1A	0%	-8%	-4%	5%	-2%	8%	0%	-7%
M. tuberculosis	-8%	15%	-6%	75%	4%	27%	22%	21%
PhoP GFP inhibition	-10%	-5%	0%	-5%	-3%	-7%	1%	-6%

73. O=C(Nc1cnn(Cc2ccc(F)cc2)c1)c1noc2c1CCCC2
74. S=C1NCN(Cc2cccnc2)CN1c1cccc2ccccc12
75. CC1(Cc2cn(CCC#N)c3ccccc23)OCCO1
76. COc1ccc(C2=NO[C@@H]3C(=O)N(Cc4ccccc4)C(=O)[C@H]23)cc1OC
77. Cc1ccc(C2CC(c3cccs3)=NN2C(=O)CCl)cc1 (stereo not drawn)
Assay by compound	73	74	75	76	77
inhibitors of VEEV	1.7%	0.9%	0.4%	i	?
M. tuberculosis HTS	4%	-4%	-8%	5%	0.39µM*
influenza NS1A	-13%	·	5%	-5%	-8%
M. tuberculosis	26%	33%	·	-8%	?
PhoP GFP inhibition	5%	-12%	-7%	5%	-6%
